Screening results: PubChem BioAssay, several laboratories
p97 inhibitor = inhibitors of human p97 ATPase, primary screen, biochemical; Transitional endoplasmic reticulum ATPase (Homo sapiens), P55072; recombinant p97 ATPase, Kinase-Glo ATP luminescence, 3 h; inhibition, % at 8 µM; 0.42% of 220,000 active; AID 1481, 2009; in the data active means inhibition above about 15%;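 further: 0% = DMSO vehicle and 100% = wells lacking enzyme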
RBBP9 inhibitor = human RBBP9 inhibitors, primary screen, biochemical, fluorescence polarization, FP-Rh probe, HTS | Serine hydrolase RBBP9 (Homo sapiens), O75884 | recombinant RBBP9 | inhibition, % at 7.94 µM | 0.2% of 220,000 active | AID 1515, 2009;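 active means inhibition above the campaign mean of all tested compounds plus 3 SD, cut at about 14% in these data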;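 further: plate controls were DMSO wells with RBBP9 for no effect and wells lacking RBBP9 protein for full effect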
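Material: RBBP9 protein. Amount: RBBP9 at 2.5 µM in dispensed solution, before mixing. Schedule: 30 min then 45 min, 25 °C. Medium: Tris buffer pH 8.0, NaCl, Pluronic. Measured by: fluorescence polarization. Measure: percent inhibition from mP, scaled between DMSO and no-protein wells. Replication: one well per compound.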
Runt-SMMHC FRET = inhibitors of RUNX1 Runt–CBFb-SMMHC binding, primary screen, biochemical, FRET, Cerulean-Runt, Venus-CBFb-SMMHC, uHTS; Runt-related transcription factor 1 (Homo sapiens) + Core-binding factor subunit beta …; AID 1434, 2008; Cerulean-Runt/Venus-CBFb-SMMHC FRET ratio 530/480, 1 h; 0.74% of 220,000 active; inhibition, % at 20 µM;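 active means mean inhibition across duplicate retests at 20 µM reaching about 50%, limit read from the data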;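 further: 0% = DMSO wells and 100% = wells with excess untagged CBFb-SMMHC; inhibitors lower the FRET ratio by blocking Runt binding to CBFb-SMMHC; some results filed as inactive read as strong as hits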
Target sequence (Q01196 whole entry, looked up): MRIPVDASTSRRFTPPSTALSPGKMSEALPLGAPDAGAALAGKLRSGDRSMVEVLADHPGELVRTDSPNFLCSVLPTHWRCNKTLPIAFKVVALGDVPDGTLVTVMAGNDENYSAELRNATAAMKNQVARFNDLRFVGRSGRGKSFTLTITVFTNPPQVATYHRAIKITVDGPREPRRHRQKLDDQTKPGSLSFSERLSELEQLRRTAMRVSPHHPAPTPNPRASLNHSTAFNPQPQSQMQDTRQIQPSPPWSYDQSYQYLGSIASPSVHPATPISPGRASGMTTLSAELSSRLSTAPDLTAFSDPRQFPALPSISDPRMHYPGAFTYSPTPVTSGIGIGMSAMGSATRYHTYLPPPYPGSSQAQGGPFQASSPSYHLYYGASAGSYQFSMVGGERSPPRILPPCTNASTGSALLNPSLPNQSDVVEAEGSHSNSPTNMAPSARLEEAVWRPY
Target sequence (Q13951 whole entry, looked up): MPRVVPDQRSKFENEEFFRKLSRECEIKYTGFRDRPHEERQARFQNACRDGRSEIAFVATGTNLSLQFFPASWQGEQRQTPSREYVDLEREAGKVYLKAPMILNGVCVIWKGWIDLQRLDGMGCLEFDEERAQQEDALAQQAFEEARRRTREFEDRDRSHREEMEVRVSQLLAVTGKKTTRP
NPY-Y1 antag = NPY-Y1 receptor antagonists, primary screen, cell-based; Neuropeptide Y receptor type 1 (Homo sapiens), P25929; HEK293-CNG Y1 cells, membrane potential fluorescence; NPY at EC95, then isoproterenol; inhibition, % at 3.6 µM; 1% of 200,000 active; AID 1040, 2008;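 active means inhibition above the campaign mean inhibition of all tested compounds plus 3 SD, cut at about 20% in these data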;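 further: 0% = DMSO wells given NPY plus isoproterenol and 100% = isoproterenol alone without NPY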
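Material: HEK293 cells co-expressing NPY Y1 receptor and cyclic-nucleotide gated channel. Timing: compound incubation 1 h at room temperature, readout 45 min post-stimulation. Signal: fluorescence, membrane potential probe.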
Hck Nef HTS = inhibitors of Nef-activated human Hck kinase, primary screen, biochemical, Z-Lyte FRET, 384-well, Hck-YEEI | AID 463187, 2010 | 0.68% of 220,000 active | Tyrosine-protein kinase HCK (Homo sapiens), P08631 | Recombinant Hck-YEEI plus Nef, Z-Lyte FRET kinase assay | inhibition, % at 20 µM;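 active means Hck-Nef kinase inhibition above about 50%, limit read from the data; inactive means inhibition below that limit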;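 further: 0% = DMSO with Hck plus Nef and 100% = Hck alone without Nef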
Mdm2 ligase inh = MDM2-luciferase reporter signal enhancers, primary screen, MDM2 E3 ligase inhibitor project, cell-based, luminescence, 1536-well; E3 ubiquitin-protein ligase Mdm2 (Homo sapiens), Q00987; cell-based MDM2 ubiquitination luciferase reporter, 2 h; 0 = plate control, 100 = twice control, blank-subtracted; signal enhancement, % at 5 µM; 0.11% of 210,000 active; AID 1230, 2008;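 active means signal enhancement of 30% or more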;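 further: luminescence tracks abundance of the self-degrading MDM2-luciferase fusion protein; higher signal means inhibition of MDM2 E3 ligase activity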
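system = mammalian cells stably expressing self-ubiquitinating, self-degrading MDM2 E3–luciferase fusion | quantity = 2000 cells per well seeded | incubation = 4 h cell settling then 2 h compound exposure, 37 °C | signal = SteadyLite luminescence, 15 min reagent step | benchmarks = plate control and blank wells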
NPY-Y1 PAM-ag = NPY-Y1 receptor potentiators or agonists, primary screen, cell-based | Neuropeptide Y receptor type 1 (Homo sapiens), P25929 | NPY-Y1 expressing cells, potentiator/agonist activation | activation, % at 3.6 µM | 0.37% of 220,000 active; in the data active means activation above about 33%, passing the limit was not always enough;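 further: cells stimulated with NPY at EC10 then isoproterenol at EC100; 0% = low agonist plus stimulus and 100% = saturating agonist plus stimulus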
NPY-Y2 PAM-ag = NPY-Y2 potentiators or agonists, primary screen, cell-based | AID 1359, 2008 | cells expressing NPY-Y2, potentiator/agonist read-out | activation, % at 3.6 µM | 0.45% of 220,000 active; in the data active means activation above about 27%;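 further: cells stimulated with NPY near EC25 plus isoproterenol at EC100; 0% = vehicle plus submaximal agonist and 100% = vehicle plus saturating agonist; some results beyond the cut were filed as inactive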
Target sequence (P49146 whole entry, looked up): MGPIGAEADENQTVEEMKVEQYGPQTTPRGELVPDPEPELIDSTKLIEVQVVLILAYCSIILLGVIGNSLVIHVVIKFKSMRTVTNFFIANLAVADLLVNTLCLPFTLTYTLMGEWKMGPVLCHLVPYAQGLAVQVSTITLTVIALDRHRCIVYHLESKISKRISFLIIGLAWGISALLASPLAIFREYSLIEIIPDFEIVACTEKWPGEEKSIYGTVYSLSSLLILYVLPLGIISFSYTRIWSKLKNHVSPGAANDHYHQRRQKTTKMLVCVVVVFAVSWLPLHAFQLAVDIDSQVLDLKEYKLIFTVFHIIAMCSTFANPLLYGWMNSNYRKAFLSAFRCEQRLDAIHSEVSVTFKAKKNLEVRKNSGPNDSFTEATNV
Runt-CBFb FRET = inhibitors of RUNX1 Runt–CBFb binding, primary screen, biochemical, FRET, Cerulean-Runt, Venus-CBFb, uHTS; 0.46% of 220,000 active; Cerulean-Runt/Venus-CBFb FRET ratio 530/480, 1 h; Runt-related transcription factor 1 (Homo sapiens) + Core-binding factor subunit beta …; inhibition, % at 20 µM; AID 1496, 2009;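 active means inhibition over about 50% at 20 µM in the single-dose screen, limit read from the data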;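 further: 0% = DMSO wells and 100% = excess unlabeled CBFb competitor control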
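Doses: 20 µM compound in 1% DMSO | Material: Cerulean-labeled Runt domain protein | Amount: Each fluorescent fusion protein 100 nM | Schedule: Two 1 h room-temperature incubations shielded from light | Measured by: FRET fluorescence | Evaluation: Loss of energy transfer signal | Controls: Unlabeled CBFb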
Numbers without * were called inactive; · = no result given; & = joins results of further samples.

SMILES	p97 inhibitor	RBBP9 inhibitor	Runt-SMMHC FRET	NPY-Y1 antag	Hck Nef HTS	Mdm2 ligase inh	NPY-Y1 PAM-ag	NPY-Y2 PAM-ag	Runt-CBFb FRET
CC(Cc1ccccc1)[n+]1cc(/N=C(\[O-])Nc2ccccc2)on1 (stereo not given)	0	2	-1	-4	2	-14	9	2	1
CCOc1ccc(-c2cc(C)[n+](CCN(CC)CC)c(-c3ccc(OCC)cc3)c2)cc1	-6	3	0	·	0	-37	-19	-25	-2
CN(C)C(=O)NC(O)C(Cl)(Cl)Cl (stereo not given)	0	-6	0	-1	-6	-11	-7	-8	-1
Cc1ccc(-n2c(O)c(/C=N/c3ncc(Br)cc3Br)c(=O)[nH]c2=O)cc1	0	-2	-50	2	41	-11	-19	-4	-31
O=c1[nH]c(=O)n(CCc2ccccc2)c(O)c1C=NCc1ccc2c(c1)OCO2	3	-11	-5	3	10	-11	-10	-7	-1
CCN(CC)CCN=Cc1c(O)n(Cc2ccccc2)c(=O)[nH]c1=O	1&5	-1&4	2&-1	-1	18&-5	-5&4	3&1	0&11	0&0
CC(=O)NC(Cc1ccc(N(CCCl)CCCl)cc1)C(=O)NC(CC(C)C)C(=O)O (stereo not given)	5	0	-1	0	20	2	22	8	2
CCCCC(=O)N/N=C/c1c(O)n(Cc2ccc(F)cc2)c(=O)[nH]c1=O	-5	-10	1	·	13	-7	-7	-1	2
CC(C)n1cc(C(=O)N(CC(=O)NC(C)(C)C)Cc2ccccc2)cn1	-3	-6	4	7	6	7	-8	4	2
COc1c2c(cc3c1OCO3)CC[N+](C)=C2	4	2	0	0	13	-6	3	-3	0
O=C(Nc1ccccc1)Oc1ccccc1	-1	-1	-4	-3	-15	-11	5	8	-1
Cc1cccnc1-n1c(-c2ccccc2)nc2ccccc2c1=O	2	0	2	-2	2	-17	23	3	-2
O=C(c1cc(C(=O)NCc2ccccc2)c(=O)n(Cc2ccccc2)c1)c1cc(Cl)ccc1O	2	-7	-15	1	3	-15	6	9	-8
O=C1NC(=S)N(c2ccccc2F)C(=O)/C1=C\c1cccs1	-1	-6	19	1	1	-10	-22	-3	17
NCC(CC(=O)O)c1ccc(Cl)cc1 (stereo not given)	2	-6	1	3	0	4	9	-2	0
CCCCN1C(=O)/C(=C/C=C/c2ccco2)C(=O)NC1=S	-6	-15	8	2	27	-14	16	6	13
C/C(=C\c1ccc(N(C)C)cc1)[N+](=O)[O-]	-1	-2	-20	-2	0	-3	-21	3	-8
COc1cccc(NP(=O)(Oc2ccc(Cl)cc2)Oc2ccc(Cl)cc2)c1	-3	-2	-3	2	4	11	17	5	-1
Cn1c(O)c(/C=N/N2CCCCC2)c(=O)[nH]c1=O	-4	-4	4	1	0	6	-1	8	-1
CC(C)COc1ccc(C2(C#N)CC[N+](C)(C)CC2)cc1	-6	-7	9	1	0	-14	24	5	0
COc1ccc(C(Nc2ccccc2)P(=O)(Oc2ccccc2)Oc2ccccc2)cc1 (stereo not given)	3	4	0	-2	2	7	5	-6	0
O=c1c2ccccc2nc(C[n+]2ccccc2)n1-c1cccc(C(F)(F)F)c1	-4	-5	-1	5	25	-5	7	-1	0
O=c1[nH]c(=O)n(Cc2ccco2)c(O)c1C=NCc1ccco1	0	-3	10	-1	-1	-5	-8	-2	13
CCN(CC)c1ccc(N=Cc2c(O)n(-c3ccc(OC)cc3)c(=O)[nH]c2=O)cc1	3	5	-159	-1	7	0	10	1	-88
CCOC(=O)C1(CCCc2ccccc2)CCN(C2CCC2)CC1	0	2	1	10	3	-3	0	3	-1
Cc1sc2c(c1C)C(c1ccc(C(C)(C)C)cc1)=NCC(=O)N2CC(=O)Nc1nccs1	0	-10	1	-3	0	-13	-13	7	-3
COc1ccc(C2SCC(=O)Nc3c2c(=O)[nH]n3C2CCCCCC2)cc1OC (stereo not given)	0	-5	-3	-2	1	-16	-4	7	-3
CCCCn1c(O)c(C=NC2CCCCC2N)c(=O)[nH]c1=O (stereo not given)	1	-6	-4	8	1	-12	-8	-1	-2
COc1ccc(CN2CCCC(C(=O)c3ccccc3SC)C2)cc1O (stereo not given)	-2	-4	-2	11	27	-3	4	-3	2
CCCCn1c(O)c(C(C)=NCCc2ccccc2)c(=O)[nH]c1=O	0	-6	-1	-2	2	-7	-16	2	-3

As a short view, some entries already given.
SMILES	p97 inhibitor	RBBP9 inhibitor	Runt-SMMHC FRET	NPY-Y1 antag	Hck Nef HTS	Mdm2 ligase inh	NPY-Y1 PAM-ag	NPY-Y2 PAM-ag	Runt-CBFb FRET
CC(Cc1ccccc1)[n+]1cc(/N=C(\[O-])Nc2ccccc2)on1 (stereo not given)	0	2	-1	-4	2	-14	9	2	1
CCOc1ccc(-c2cc(C)[n+](CCN(CC)CC)c(-c3ccc(OCC)cc3)c2)cc1	-6	3	0	·	0	-37	-19	-25	-2

Going on with the list.
SMILES	p97 inhibitor	RBBP9 inhibitor	Runt-SMMHC FRET	NPY-Y1 antag	Hck Nef HTS	Mdm2 ligase inh	NPY-Y1 PAM-ag	NPY-Y2 PAM-ag	Runt-CBFb FRET
O=C(C(Cc1ccccc1)NS(=O)(=O)c1ccc(F)cc1)N1CCC2(CC1)OCCO2 (stereo not given)	-5	-8	-6	-3	-1	-19	-19	-6	0
CCC1(CCCC(=O)c2ccc(F)cc2)C(=O)NC(=S)NC1=O	1	-9	4	-2	3	2	-5	1	0
CCN(CC)S(=O)(=O)c1ccc(N=Cc2c(O)n(-c3ccccc3)c(=O)[nH]c2=O)cc1	-2	-10	-19	2	0	4	-2	-4	-8
Nc1ccc(C(=O)N/N=C2/CN3CCC2CC3)cc1	3	-2	-5	-6	1	-10	5	7	-2
O=c1c2ccccc2ncn1-c1ccc([N+](=O)[O-])c(C(F)(F)F)c1	3	-7	-1	-2	3	0	6	-4	-2
O=C(N/N=C/c1c(O)n(Cc2ccco2)c(=O)[nH]c1=O)c1ccccc1O	8	-8	3	·	23	-11	-5	-14	4
NC(=O)c1ccc(N=Cc2c(O)n(Cc3ccco3)c(=O)[nH]c2=O)cc1	7	-6	1	·	26	·	3	0	7
COc1ccccc1OCC#CCN1CCCC(C)C1 (stereo not given)	-4	-4	-5	-3	-4	-10	2	-1	1
c1ccc(-c2[nH]c[n+](CC3CO3)c2-c2ccccc2)cc1 (stereo not given)	-1	-4	0	1	-3	0	-3	-10	0
Nc1c(C(=O)NCC2CCCO2)c2nc3ccccc3nc2n1Cc1ccco1 (stereo not given)	8	-4	81*	·	60*	-8	-4	-4	36
c1ccc(CN2CCN(Cc3ccc4c(c3)OCCO4)CC2)cc1	-1	-12	4	7	1	-4	15	-3	0
CC(=O)C1=C(C)OC(N)=C(C(=O)OC(C)C)C12C(=O)Nc1ccccc12 (stereo not given)	-6	-5	-2	5	1	2	-25	-11	-1
Cc1ccc(S(=O)(=O)N2CC3CC(C2)c2cccc(=O)n2C3)cc1 (stereo not given)	0	-3	1	-3	0	-2	-11	-11	-1
CC(C)(C)C(=O)NC1CCSC1=O (stereo not given)	2	1	0	-1	0	1	8	6	1
Cc1ccccc1NC(=S)NC(NC(=O)CF)C(Cl)(Cl)Cl (stereo not given)	4	-4	2	0	4	-28	-5	-1	4
Cn1c(NN=O)nc2ccccc21	2	-7	-4	7	22	-7	8	3	-1
C=CCN1C(=O)NC(=O)C(CCc2ccncc2)(CCc2ccncc2)C1=O	2	-2	-1	-3	4	-2	10	-3	1
CCCCC(=O)N/N=C/c1c(O)n(-c2cccc3ccccc23)c(=O)[nH]c1=O	5	-7	-3	·	13	-11	-3	5	-1
CCC(CC)NC1CCCCC1OC (stereo not given)	3	-3	-2	3	5	-1	1	4	1
O=C(NCc1ccccn1)c1ccccc1Cl	-2	-6	0	0	0	-2	-26	5	-1
Cc1cc(C=C2C(=O)N(C)C(=S)N(C)C2=O)c(C)n1C1CCCCC1	-7	-16	12	0	-1	-7	0	7	13
Cc1ccc[n+](CC(O)Cn2c3ccccc3c3ccccc32)c1 (stereo not given)	-4	-4	-4	8	1	4	-5	0	-2
Nc1ccncc1Cl	-7	-4	2	5	-46	-96	-18	-18	0
Cc1ccc(-n2c(C)cc(/C=C3/C(=O)NC(=O)N(C)C3=O)c2C)cc1	4	5	-54	3	2	1	19	-5	-28
Cn1c(O)c(C(=N)COc2cccc(Cl)c2)c(=O)n(C)c1=O	9	0	-2	0	1	-6	-1	3	-2
COc1cc(C)c(CN2CCN(c3ccccc3)CC2)cc1C	1	-9	3	1	2	-11	-8	-7	4
COCCOC(=O)c1c(N)n(Cc2ccco2)c2nc3ccccc3nc12	5	-4	74	-3	31	·	10	-3	·
CC(C(=O)c1c[nH]c2ccccc12)N1CCSCC1 (stereo not given)	1	-8	0	1	-1	-4	10	-3	·
O=C(CN1CC(c2ccccc2)CC1=O)Nc1ccccc1 (stereo not given)	-3	-9	-1	0	0	-14	6	-5	-3
COc1cc(OC)c(OC)cc1/C=C1\C(=O)NC(=O)N(Cc2ccccc2)C1=O	2	-5	3	-8	8	-1	5	-1	0
O=C(Cn1cnc2ccccc2c1=O)NCCC(=O)N1CCC2(CC1)OCCO2	4	-1	0	0	0	-12	-14	-4	-2
CN1C(=O)/C(=C/c2ccc(N3CCCCCC3)o2)C(=O)NC1=S	-8	-12	-120	4	5	-6	-15	-19	-31

These rows are one share of the data (hit frequency here may not be typical).
